PI5P4Ka inh = inhibitors of human PI5P4K alpha; max response, %; 330,000 tested, 1.2% active; P48426; PI5P4Kalpha enzyme, ADP-Glo luminescence, 60 min; active compounds read low; active means max response of -50% or lower; inconclusive means between -30% and -50%; inactive means -30% or higher; further: value at the top dose of about 77 µM; on the % scale 0 is the no-effect control and ±100 the full control effect
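Enzyme plus substrate dispensed, test compounds pinned in, then ATP (5 microM final) added. After 60 min at RT, ADP-Glo reagent 1 for 45 min and reagent 2 for 30 min preceded luminescence imaging.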
WRN inhibitor = WRN helicase (human) inhibition | Q14191 | WRN helicase unwinding, fluorescent forked duplex, kinetic | Potency, µM (highest dose often 114 µM), inactives show top-dose activity change, negative = inhibition, hits mostly inhibitors | 360,000 tested, 0.46% active | AID 651768; further: potency means the concentration at half of the fitted maximal effect; on the % scale 0 is the no-effect control and ±100 the full control effect; nearly all actives have a fitted effect of over 55% in size
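Screening of the MLSMR collection measured strand separation of a quenched forked DNA duplex (100 nM) by 20 nM WRN with 2 mM ATP, all final. Compounds were preincubated with enzyme 15 min at room temperature.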
EPAC2 ag = activates human EPAC2 exchange factor; Potency, µM (titrated, usually from 154 µM), without a hit: top-dose activation, actives largely listed as activators; EPAC2 activation, biochemical qHTS; response scale: 100% = 6.5 mM cAMP response; 360,000 tested, 0.079% active; further: potency means the concentration at half of the fitted maximal effect; nearly all actives have a fitted effect of over 50% in size
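Fluorescence exchange assay: 100 nM EPAC2 with 250 nM RAP1B-BODIPY-GDP and 50 uM GDP; compounds tested as a concentration-titration series (qHTS). Loss of Rap1-bound BODIPY-GDP fluorescence read at 480/540 nm; data normalized to 6.5 mM cAMP.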
EPAC1 agonist = agonists of human EPAC1; 360,000 tested, 0.073% active; Potency, µM (titrated, usually from 154 µM), without a hit: top-dose activation, actives largely listed as activators; O95398; EPAC1 agonist qHTS, biochemical assay; response scale: 100% = response to 6.5 mM cAMP; further: potency means the concentration at half of the fitted maximal effect; nearly all actives have a fitted effect of over 60% in size
Target sequence (O95398 whole entry, looked up): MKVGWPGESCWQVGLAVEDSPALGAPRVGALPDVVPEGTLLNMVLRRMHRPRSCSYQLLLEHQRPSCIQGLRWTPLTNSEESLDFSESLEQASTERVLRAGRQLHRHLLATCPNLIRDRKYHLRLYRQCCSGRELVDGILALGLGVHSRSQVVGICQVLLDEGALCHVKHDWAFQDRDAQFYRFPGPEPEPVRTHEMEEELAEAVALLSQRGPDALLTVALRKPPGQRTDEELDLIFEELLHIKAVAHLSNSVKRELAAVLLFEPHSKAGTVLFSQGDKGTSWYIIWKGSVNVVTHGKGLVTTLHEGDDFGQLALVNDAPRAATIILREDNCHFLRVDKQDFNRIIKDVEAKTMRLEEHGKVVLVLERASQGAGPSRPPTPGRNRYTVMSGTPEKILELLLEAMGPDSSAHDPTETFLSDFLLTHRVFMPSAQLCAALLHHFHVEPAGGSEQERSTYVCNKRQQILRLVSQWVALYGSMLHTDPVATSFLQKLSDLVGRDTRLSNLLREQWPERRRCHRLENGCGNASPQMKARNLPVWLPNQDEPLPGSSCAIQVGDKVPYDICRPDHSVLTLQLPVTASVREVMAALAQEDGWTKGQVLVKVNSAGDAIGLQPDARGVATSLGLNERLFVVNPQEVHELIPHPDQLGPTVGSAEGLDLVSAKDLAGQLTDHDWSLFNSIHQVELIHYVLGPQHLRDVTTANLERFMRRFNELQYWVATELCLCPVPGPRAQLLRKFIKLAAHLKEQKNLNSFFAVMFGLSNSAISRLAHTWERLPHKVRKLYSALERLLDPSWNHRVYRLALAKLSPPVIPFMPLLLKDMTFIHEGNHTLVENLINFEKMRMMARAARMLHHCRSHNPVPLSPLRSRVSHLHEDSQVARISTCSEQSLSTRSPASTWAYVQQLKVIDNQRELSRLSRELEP
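EPAC1 100 nM, Rap1B–BODIPY-GDP 250 nM, unlabeled GDP 50 uM; compound titration; 5 min RT; kinetic read ex480/em540 at 5-min intervals ×30 min; data normalized to 6.5 mM cAMP agonist control.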
IL-2 act = IL-2 activation; AID 652025; IL-2 activation reporter assay, cell-based qHTS; stimulated with anti-CD3/CD4/CD28 beads; in transgenic mouse T cells; activation, % (series mostly up to about 46 µM); 360,000 tested, 0.065% active; in the data active means activation above about 50%; inconclusive means mostly about 30% to 49%; further: 0% is about no effect
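Screening format: compound pinned onto unstimulated transgenic mouse T cells, 60 min incubation, then anti-CD3/anti-CD4/anti-CD28 bead stimulation for 18 hours at 37 degrees C, followed by EGFP and DsRed detection.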
EPAC1 antagonist = EPAC1 (human) antagonism; 360,000 tested, 0.14% active; Potency, µM (highest dose often 115 µM), for the others: at the top dose activity change, negative = inhibition, most hits filed as inhibitors; EPAC1 GEF assay, Rap1b-BODIPY-GDP exchange fluorescence;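 further: potency means the concentration at half of the fitted maximal effect; plate controls were vehicle for no effect and positive control for full effect; nearly all actives have a fitted effect of over 50% in size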
PLK1 PBD block = blocks phosphopeptide binding to human PLK1 polo-box domain | 360,000 tested, 2.8% active | Potency, µM, for inactives: max response, negative = inhibition, most hits filed as inhibitors | Plk1 PBD binding of FITC phosphopeptide, fluorescence polarization; further: potency means the concentration at half of the fitted maximal effect; series mostly up to about 57 µM; on the % scale 0 is the no-effect control and ±100 the full control effect; nearly all actives have a fitted effect of over 65% in size
CCT modulator = cytosolic chaperonin activity modulation; purified chaperonin ATPase assay, HTRF ADP detection, 30 min; activity change, % (no concentration beside the values), hits read low; 360,000 tested, 0.3% active; AID 651819; in the data active means activity change below about -30%; further: on the % scale 0 is the no-effect control and ±100 the full control effect
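TRiC at 40 or 20 nM final (batch-dependent) in 30 mM Tris pH 7.4, 100 mM KCl, 5 mM MgCl2, 1 mM DTT, with compound at single 76 uM and 10 uM ATP, 30 min at 37 deg C. ADP detected by HTRF Transcreener, 665/615 ratio.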
The depositor's hits bear a star; ? = inconclusive; / = no result given; [ ] = another dose, or the depositor's remark. Unless noted, the call rests on the fitted dose curve; in most records, active means well fitted curve in the direction sought with a large enough effect; inconclusive means small, poorly fitted or top-dose-only effect, or another doubt; inactive means no such curve, though single readings can be large; an effect the other way counts as inactive or inconclusive. Not all compounds are listed. The share of hits here may be higher or lower than overall.

Molecule	PI5P4Ka inh	WRN inhibitor	EPAC2 ag	EPAC1 agonist	IL-2 act	EPAC1 antagonist	PLK1 PBD block	CCT modulator
COc1cc(/C=N/NC(=O)c2ccccc2O)ccc1OC(=O)CC1SC(=O)NC1=O (stereo not given)	-24	-14%	8%	-4%	-0.3	-24%	-15%	-2.1
CC(C)C[C@H](NC(=O)c1[nH]cnc1C(=O)Nc1ccccc1)C(=O)OC(C)(C)C	18	-13%	-10%	-21%	-0.8	-18%	2%	-5.2
Cc1ccc(/C=N/n2cnc3sc(-c4ccccc4)cc3c2=O)o1	2	13%	10%	1%	-0.5	-12%	-12%	-2.3
C#Cc1ccc(NC(=O)C2(C)CCN2C(=O)Cc2ccc(-c3ccccc3)cc2)cc1 (stereo not given)	26	-8%	4%	-5%	-0.4	-6%	7%	3.4
O=C(Nc1ccc(N2CCOCC2)cc1)c1ccc2c(c1)OCO2	?	-26%	16%	11%	2.5	-9%	27µM*	-1.4
CN(C)S(=O)(=O)c1cccc(NC(=S)NNC(=O)c2cc3ccccc3cc2O)c1	-60*	-31%	3%	4%	1.5	?	24µM*	1.2
COC(=O)C(Cc1ccc(O)cc1)NC(=O)CCc1nc2ccccc2s1 (stereo not given)	-4	-2%	7%	4%	-0.5	?	-16%	0.7
CCOC(=O)c1cc(-c2ccc(N3C(c4ccsc4)=Cc4ccccc4C3CC(C)=O)cc2)cc([N+](=O)[O-])c1 (stereo not given)	-1	-2%	6%	7%	-0.6	-24%	-19%	-1.7
CCC(C)NC(=O)Cn1nc([N+](=O)[O-])c(Cl)c1C (stereo not given)	1	-8%	7%	-4%	-0.2	-4%	-1%	-3.9
CC(C)[C@H](NC(=O)N1CC(=O)Nc2ccccc21)C(=O)N[C@@H](Cc1ccccc1)C(=O)O	-1	-2%	0%	-7%	-0.2	4%	5%	-9.0
COC(=O)c1ccc2nc(-c3ccccc3)c(Cc3ccc(C)cc3)n2c1	8	-4%	10%	4%	-0.1	-3%	0%	0.5
CCCCCn1c(=O)[nH]c2cc(C(=O)NCCN3CCOCC3)ccc2c1=O	-6	0%	-2%	-3%	-0.6	-4%	-9%	0.5

Reformatted with values under each structure: entries from further up
Sequence of screens – PI5P4Ka inh	WRN inhibitor	EPAC2 ag	EPAC1 agonist	IL-2 act	EPAC1 antagonist	PLK1 PBD block	CCT modulator
CC(C)C[C@H](NC(=O)c1[nH]cnc1C(=O)Nc1ccccc1)C(=O)OC(C)(C)C
  18	-13%	-10%	-21%	-0.8	-18%	2%	-5.2
Cc1ccc(/C=N/n2cnc3sc(-c4ccccc4)cc3c2=O)o1
  2	13%	10%	1%	-0.5	-12%	-12%	-2.3
C#Cc1ccc(NC(=O)C2(C)CCN2C(=O)Cc2ccc(-c3ccccc3)cc2)cc1 (stereo not given)
  26	-8%	4%	-5%	-0.4	-6%	7%	3.4
O=C(Nc1ccc(N2CCOCC2)cc1)c1ccc2c(c1)OCO2
  ?	-26%	16%	11%	2.5	-9%	27µM*	-1.4
CN(C)S(=O)(=O)c1cccc(NC(=S)NNC(=O)c2cc3ccccc3cc2O)c1
  -60*	-31%	3%	4%	1.5	?	24µM*	1.2
COC(=O)C(Cc1ccc(O)cc1)NC(=O)CCc1nc2ccccc2s1 (stereo not given)
  -4	-2%	7%	4%	-0.5	?	-16%	0.7
CCOC(=O)c1cc(-c2ccc(N3C(c4ccsc4)=Cc4ccccc4C3CC(C)=O)cc2)cc([N+](=O)[O-])c1 (stereo not given)
  -1	-2%	6%	7%	-0.6	-24%	-19%	-1.7
CCC(C)NC(=O)Cn1nc([N+](=O)[O-])c(Cl)c1C (stereo not given)
  1	-8%	7%	-4%	-0.2	-4%	-1%	-3.9
CC(C)[C@H](NC(=O)N1CC(=O)Nc2ccccc21)C(=O)N[C@@H](Cc1ccccc1)C(=O)O
  -1	-2%	0%	-7%	-0.2	4%	5%	-9.0

Next part.
Molecule	PI5P4Ka inh	WRN inhibitor	EPAC2 ag	EPAC1 agonist	IL-2 act	EPAC1 antagonist	PLK1 PBD block	CCT modulator
CN1C(=O)C(C)(C)c2cc(S(=O)(=O)NCc3ccc(Cl)cc3)ccc21	-9	-2%	10%	-4%	-1.4	-14%	-3%	-0.9
Cc1ccc(C(=O)/C=C/c2ccco2)c(O)c1	-1	-11%	-6%	-2%	-1.9	-11%	-13%	-1.3
COc1ccc(-c2cc(N3CCN(CCO)CC3)n3nccc3n2)cc1	-2	-1%	6%	4%	0.2	-2%	-2%	-0.3
Cc1ccc(S(=O)(=O)N2CCOCC2)cc1NC(=O)CN(C)C1CCS(=O)(=O)C1 (stereo not given)	13	-10%	8%	4%	5.0	-1%	-5%	-2.2
O=C(/C(Br)=C/Nc1cc(Cl)ccc1Cl)C(F)(F)F	-1	-26%	1%	7%	0.8	2%	-1%	-1.0
CC(C)CN(C(=O)COC(=O)CNC(=O)c1sc2ccccc2c1Cl)C1CCS(=O)(=O)C1 (stereo not given)	2	-4%	2%	26%	0.0	0%	-5%	-21
Cc1cnc2cc(Cl)ccc2c1SCC(=O)O	3	-5%	-1%	7%	-0.9	1%	-2%	0.6
Nc1sc(-c2ccccc2)cc1C(=O)N1CCN(c2ccccc2)CC1	1	0%	0%	7%	0.6	9%	-7%	/
CCOC(=O)c1oc2ccccc2c1NC(=O)c1ccco1	-2	3%	6%	-1%	-2.6	-8%	-14%	-0.9
COc1cc(C(=O)Nc2ccc(C)cc2)c(-n2cnnn2)cc1OC	-7	3%	0%	-3%	0.9	4%	5%	0.7
O=C(Cc1ccc(F)cc1)N/N=C/c1ccc(-c2ccc(Cl)c(C(=O)O)c2)o1	-11	-6%	1%	-9%	-0.3	11%	-8%	-1.4
CCc1ccc(-c2nc(CS(=O)CC(=O)NCCN3CCCCCC3)c(C)o2)cc1 (stereo not given)	-3	-1%	-10%	-3%	-5.2	-1%	-23%	1.3
O=C(COc1ccccc1)N1CCN(C(=O)c2cccs2)CC1	-8	-28%	7%	15%	-0.3	-12%	-11%	-1.1
CCOc1ccc(N(CC(=O)NC2CCCC2)S(=O)(=O)c2c(C)noc2C)cc1	-3	0%	4%	-7%	-3.1	-7%	-4%	1.5
O=C(NCc1ccco1)NC1CCCCC1	-8	-1%	10%	6%	0.3	-3%	-3%	-4.2
CCOC(=O)c1ccc(-c2ccc(/C=N/NC(=O)c3cncc(Br)c3)o2)cc1	1	-24%	-2%	3%	-0.4	-14%	-11%	2.4
O=C(CN1C(=O)c2cccc3cccc1c23)NCc1cccnc1	-1	2%	11%	0%	0.8	-3%	-9%	2.3
CN(CC(=O)Nc1ccc(F)c(Cl)c1)S(=O)(=O)c1ccc2c(c1)n(C)c(=O)c(=O)n2C	3	3%	16%	9%	1.3	-27%	-14%	0.0
COc1cc2c(cc1OC(C)=O)C(=O)CCCC2	-1	7%[57.1 µM]	5%	-1%	3.7	-5%	-9%	1.4
COc1ccc(C(=O)NNC(=O)CSc2nnnn2C)cc1	-10	12%	17%	0%	0.4	-22%	-17%	-7.9
CCCOC(=O)Nc1ccccc1C(N)=O	6	2%	10%	3%	-0.5	1%	-3%	-0.7
N=c1oc2cc(O)ccc2cc1C(=O)Nc1ccc(Cl)cc1	6	-9%	5%	13%	-0.1	-4%	-5%	-1.8
COc1cc(C(=O)NNC(=O)COc2cccc(F)c2)ccc1OCC(=O)N1CCOCC1	2	3%	11%	-3%	-0.2	7%	-21%	-4.4
COc1ccc2nc(CNC(=O)C3CCC(=O)N(CCc4ccccc4)C3)[nH]c2c1 (stereo not given)	-20	-16%	-4%	-25%	2.1	-5%	-17%	-56*
CCN(CC(=O)NC1CCS(=O)(=O)C1)S(=O)(=O)c1ccccc1 (stereo not given)	-5	-12%	2%	16%	0.7	-14%	-14%	-1.9
C[C@H](CO)N1C[C@H](C)[C@@H](CN(C)C(=O)NC2CCCC2)Oc2cc(Br)ccc2S1(=O)=O	-6	2%	9%	-16%	-3.5	-10%	-6%	2.0
CN1CCN(C(=O)c2cc(Oc3c(F)c(F)c(F)c(F)c3F)cc(C(=O)N3CCN(C)CC3)c2)CC1	8	2%	1%	-3%	3.3	-1%	-1%	1.0
CN1CCC(=NNC(=O)CN(c2cccc([N+](=O)[O-])c2)S(=O)(=O)c2ccccc2)CC1	3	-5%	5%	0%	4.4	21%	-1%	2.1
CSc1nc2ccc(NS(=O)(=O)c3ccc(Br)s3)cc2s1	3	4%	23%	16%	-0.1	-9%	-8%	0.8
COc1ccc(NC(=S)N2CCC(Cc3ccccc3)CC2)cc1OC	2	-1%	10%	-3%	-2.8	-23%	2%	-1.0
CN(CCc1ccccc1)C1CCCN(C(=O)Cn2cccn2)C1 (stereo not given)	0	1%	4%	-1%	-1.8	8%	-24%	2.5
Cc1oc(-c2ccccc2)nc1C(=O)OCC(=O)NCc1ccccc1	?	-11%	6%	3%	0.2	-8%	-9%	1.2
N=c1c2c(-c3ccccc3)c(-c3ccccc3)n(Cc3ccccc3)c2ncn1CCO	10	-2%	-8%	0%	-0.1	3%	20%	-1.1
C=CCNc1nnc(Cl)c2ccccc12	/	-4%	-1%	-3%	0.6	0%	0%	-4.1
CN(Cc1ccccc1)C(=O)CCN1C(=O)c2cccc([N+](=O)[O-])c2C1=O	1	-9%	0%	8%	-2.0	-1%	0%	1.3
CCn1c(CNC(=O)c2ccccc2F)nnc1SCC(=O)NC1CCCCC1	-5	2%	10%	0%	0.3	4%	?	-0.9
CS(=O)(=O)N1CCN(C(=O)Cc2cccs2)CC1	/	2%	-14%	-8%	-1.4	6%	-4%	-0.9
CC(=O)OCCNc1nc(-c2ccccc2)nc2ccccc12	1	4%	4%	4%	-2.5	3%	-17%	1.0
CC(=O)c1cccc(NC(=S)N2CCC(Cc3ccccc3)CC2)c1	30	-9%	-1%	2%	-0.1	-23%	-7%	1.8
NC(N)=NN=C1c2ccccc2-c2ccccc21	-4	16%	2%	7%	-0.1	14%	-5%	-1.1
N#CC1=C(N)C(C#N)(C#N)[C@H](c2ccncc2)[C@H]2CC3(CC=C12)OCCO3	/	-6%	13%	6%	0.7	8%	-4%	-1.1
NC(=O)COC(=O)c1ccc2c(c1)S(=O)(=O)N=C1CCCCCN12	-4	-6%	4%	-14%	-3.3	6%	0%	-5.6
CC(C(=O)Nc1ccccc1C(=O)N1CCOCC1)N(c1ccccc1)S(C)(=O)=O (stereo not given)	-9	10%	-2%	-6%	-3.4	13%	27µM*	0.9
